# Screening data from PubChem.
# p47phox inh = inhibitors of human p47phox binding | p47phox/p22phox peptide binding, fluorescence polarization, 2 h | inhibition, % at 24.7 µM | 220,000 compounds, 0.53% hits | AID 1274;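 active means inhibition above about 30%, limit read from the data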;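 further: 0% = p47phox with labelled peptide and 100% = labelled peptide alone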
# Target sequence (P14598 whole entry, looked up): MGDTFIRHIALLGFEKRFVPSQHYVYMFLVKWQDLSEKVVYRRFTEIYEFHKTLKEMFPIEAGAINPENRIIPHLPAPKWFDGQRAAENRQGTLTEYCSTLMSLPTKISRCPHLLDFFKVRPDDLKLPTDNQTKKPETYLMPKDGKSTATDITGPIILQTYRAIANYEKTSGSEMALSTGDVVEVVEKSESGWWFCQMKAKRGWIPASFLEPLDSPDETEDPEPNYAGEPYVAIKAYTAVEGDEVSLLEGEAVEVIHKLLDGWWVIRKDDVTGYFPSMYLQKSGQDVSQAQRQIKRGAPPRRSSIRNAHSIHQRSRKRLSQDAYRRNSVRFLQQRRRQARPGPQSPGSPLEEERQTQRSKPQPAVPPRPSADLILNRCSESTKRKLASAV
# EBV gp42 block = inhibitors of Epstein-Barr virus glycoprotein 42; 220,000 compounds, 0.42% hits; inhibition, % (tested at 21.74 µM); Fluorescence polarization binding assay, mP read-out; Q1HVG2; AID 1085; in the data active means inhibition above about 50%
# Target sequence (Q1HVG2 whole entry, looked up): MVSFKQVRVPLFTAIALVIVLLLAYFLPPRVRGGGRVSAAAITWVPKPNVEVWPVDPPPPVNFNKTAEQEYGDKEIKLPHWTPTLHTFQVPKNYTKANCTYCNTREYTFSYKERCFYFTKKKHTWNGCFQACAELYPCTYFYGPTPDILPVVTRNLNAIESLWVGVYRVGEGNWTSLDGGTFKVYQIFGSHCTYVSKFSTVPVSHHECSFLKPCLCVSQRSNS
# 14-3-3 Bad PPI = disrupts binding of bovine 14-3-3 zeta to phospho-Bad peptide; TR-FRET 14-3-3zeta/Dy647-pBad peptide displacement, 1 h; inhibition, % at 21.7 µM; 220,000 compounds, 0.71% hits; AID 781;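 active means inhibition above about 70%, limit read from the data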;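 further: 0% = full 14-3-3 plus peptide FRET controls and 100% = background without 14-3-3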
# Target sequence (P63103 whole entry, looked up): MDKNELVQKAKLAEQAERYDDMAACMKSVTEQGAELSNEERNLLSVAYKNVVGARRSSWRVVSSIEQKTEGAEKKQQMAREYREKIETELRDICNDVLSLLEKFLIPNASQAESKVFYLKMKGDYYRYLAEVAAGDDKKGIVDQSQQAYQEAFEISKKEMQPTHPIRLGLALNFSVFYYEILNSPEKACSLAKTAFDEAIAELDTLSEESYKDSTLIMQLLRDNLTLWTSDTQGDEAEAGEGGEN
# Hck-Nef inh = blocks Nef-activated human Hck kinase | Recombinant Hck-YEEI plus Nef, Z-Lyte FRET kinase assay | 220,000 compounds, 0.68% hits | P08631 | inhibition, % at 20 µM;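 active means Hck-Nef kinase inhibition above about 50%, limit read from the data; inactive means inhibition below that limit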;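 further: 0% = DMSO with Hck plus Nef and 100% = Hck alone without Nef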
# Runt-CBFb FRET = blocks binding of human RUNX1 Runt domain to CBFb | Q01196+Q13951 | Cerulean-Runt/Venus-CBFb FRET ratio 530/480, 1 h | inhibition, % at 20 µM | 220,000 compounds, 0.46% hits | AID 1496;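 active means inhibition over about 50% at 20 µM in the single-dose screen, limit read from the data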;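 further: 0% = DMSO wells and 100% = excess unlabeled CBFb competitor control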
#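 Measured by: fluorescence energy transfer, 422 nm excitation, 530/480 nm emission; test system: Cerulean-tagged RUNX1 Runt domain (FRET donor) fusion protein; buffer or medium: Tris pH 7.5 buffer with BSA; compound: one dose, 20 µM compound, 1% DMSO; times: two 1 h room-temperature incubations shielded from light; benchmarks: unlabeled CBFb 5 µM, positive control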
# Mdm2 ligase inh = inhibitors of human Mdm2 E3 ubiquitin ligase | Q00987 | cell-based MDM2 ubiquitination luciferase reporter, 2 h; 0 = plate control, 100 = twice control, blank-subtracted | signal enhancement, % at 5 µM | 210,000 compounds, 0.11% hits;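 active means signal enhancement of 30% or more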;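 further: luminescence tracks abundance of the self-degrading MDM2-luciferase fusion protein; higher signal means inhibition of MDM2 E3 ligase activity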
#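 test system = mammalian cells stably expressing self-ubiquitinating, self-degrading MDM2 E3–luciferase fusion | quantity = 2000 cells/well | incubation = cell settling 4 h, compound treatment 2 h, both 37 °C | signal = luminescence with SteadyLite reagent, 15 min at room temperature | evaluation = % enhancement relative to plate controls after blank subtraction | benchmarks = plate controls and plate blanks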
# zVAD death inh = L929 zVAD cell death inhibition; 220,000 compounds, 0.38% hits; viability rescue, % at 10 µM; L929 zVAD necroptosis rescue, ATP luminescence, 24 h; with zVAD 60 µM;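 active means activation, scaled between plate controls, above about 75%, limit read from the data; inactive means activation under that limit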;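 further: 0% = zVAD with DMSO and 100% = DMSO alone without zVAD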
# Runt-SMMHC FRET = inhibitors of human RUNX1 Runt domain binding to CBFb-SMMHC; Q01196+Q13951; Cerulean-Runt/Venus-CBFb-SMMHC FRET ratio 530/480, 1 h; inhibition, % at 20 µM; 220,000 compounds, 0.74% hits; AID 1434;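 active means mean inhibition across duplicate retests at 20 µM reaching about 50%, limit read from the data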;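 further: 0% = DMSO wells and 100% = wells with excess untagged CBFb-SMMHC; inhibitors lower the FRET ratio by blocking Runt binding to CBFb-SMMHC; some results filed as inactive read as strong as hits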
# Tb hexokinase = T. brucei hexokinase 1 inhibition; recombinant TbHK1, G6PDH-coupled NADH A340; inhibition, % at 10 µM; 220,000 compounds, 0.11% hits; AID 1430;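 active means inhibition of 50% or more in the single-dose primary screen; inactive means inhibition below 50%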
# Active calls of the source: *; . = not tested or not shown; [ ] = remark or other dose.
entry	Structure	Tb hexokinase	Runt-SMMHC FRET	Mdm2 ligase inh	14-3-3 Bad PPI	Hck-Nef inh	EBV gp42 block	zVAD death inh	p47phox inh	Runt-CBFb FRET
1	COc1ccc(Nc2nc(N3CCCC3)nc(N3CCCC3)n2)c(OC)c1	-15	0	-14	-10[fluorescence artefact?]	1	3	0.4	-12	-3
2	Cc1cc(N2CCOCC2)nc2ccc(NC(=S)N3CCCCC3C)cc12 (centres undefined)	-8	7	-10	-2	19	3	2.4	-7	7
3	CCN(CC)C(=O)c1sc(NC(=O)c2cccnc2)c(C(=O)OC)c1C	-11	7	-2	-5[fluorescence artefact?]	2	3	0.9	-1	0
4	Cc1ccc(NC(=S)NNC(=S)Nc2ccc(C)cc2C)cc1	-8	8	-19	-19	19	-12	-1.2	3	6
5	COc1ccc(N2CCN(C(=O)C(CCSC)N=C3NS(=O)(=O)c4ccccc43)CC2)cc1 (centres undefined)	36	-2	-18	-16	3	-6	-0.3	-13	0
6	COc1ccccc1CN1C(=O)[C@@H]2C(CC(N)=O)NC3(C(=O)Nc4c3ccc(Cl)c4C)[C@@H]2C1=O (some centres undefined)	-2	-1	0	2	1	-21	1.1	-18	-6
7	O=C(CCN1CCN(CCO)CC1)Nc1ccc(OCc2ccccc2)cc1	-4	-4	1	6	0	-2	0.3	-4	0
8	COc1ccc2c(c1)CCc1c(C(=O)N3CCOCC3)noc1-2	-10	0	-17	-2	0	-26	2.9	4	0
9	CCOc1ccc(N(CC(=O)Nc2ccccc2C(=O)N2CCOCC2)S(=O)(=O)c2ccc(F)cc2)cc1	-8	2	-1	-3	-1	-7	0.0	-4	-3
10	Cc1ccc(NC(=O)COC(=O)CCc2nc3ccccc3n2-c2ccccc2)c(C)c1	4	-5	7	5	6	-14	0.1	-11	-2
11	Cn1cccc1/C=N/NC(=O)CSc1nc2ccccc2[nH]1	-43	1	-16	-2	27	-8	0.9	1	-1
12	CCc1ccccc1N(C(=O)c1cccs1)C1C=CS(=O)(=O)C1 (centres undefined)	6	-1	-18	-5	-1	-21	-0.4	-2	4
13	COc1cccc(C(=O)O/N=C(\N)c2ccc([N+](=O)[O-])cc2)c1OC	-1	-6	-11	-4	1	-11	0.8	-3	1
14	CN(Cc1ccccc1)c1nc2c(c(=O)[nH]c(=O)n2C)n1C	3	2	0	-7[fluorescence artefact?]	2	5	0.0	-11	-4
15	COc1cccc(OCc2ccc(Cl)cc2)c1C#N	-2	0	-41	-3	-17	5	3.0	-5	-1
16	OCCN1CCN(c2cc(C(F)(F)F)nc3ccccc23)CC1	-16	-2	-11	4	18	-11	-1.1	-25	-1
17	N/C(=N\OC(=O)Cc1ccc(-c2ccccc2)cc1)c1cccnc1	-1	-6	-6	56	-2	0	0.0	-6	-4
18	c1ccc(CCc2nc3ccccc3[nH]2)cc1	4	-1	-13	4	18	-11	3.3	-18	-2
19	CC(NCc1ccc(S(N)(=O)=O)cc1)C(=O)Nc1cc([N+](=O)[O-])ccc1Cl (centres undefined)	-6	1	-7	-12	-2	-9	0.9	1	-1
20	CN=C1SC(C(=O)O)CC(=O)N1C (centres undefined)	1	-1	-14	9	0	-2	-0.1	-7	0
21	CCOC(=O)N/N=C/C=C/c1ccccc1	-4	-2	-2	-3[fluorescence artefact?]	5	-14	0.2	-1	1
22	N/C(=N\OC(=O)C1CCCCC1)c1ccncc1	-1	4	-10	-3	17	3	5.7	-6	1
23	O=C(/C=C/c1ccccc1)C1=C(O)C(=O)N(CCO)C1c1ccc2c(c1)OCO2 (centres undefined)	-27	1	-2	0	11	-10	4.2	2	1
24	CCCCn1nc(C(=O)N[C@@H](CCSC)c2nc3ccccc3[nH]2)c2ccccc2c1=O	-6	1	-12	-15[fluorescence artefact?]	0	-7	0.3	-24	-1
25	Cc1noc(C)c1COc1ccc(C(=O)OCC(=O)NC(=O)C2COc3ccccc3O2)cc1 (centres undefined)	6	3	-9	-3[fluorescence artefact?]	3	-2	-0.2	-4	-1
26	Cc1ccc(C(OCC(O)CN2CCCCC2CO)c2ccccc2)cc1 (centres undefined)	5	2	2	13	13	-7	-0.6	-7	1
27	Cc1ccc(SCCC(=O)Nc2ccccc2C(=O)NC2CCCCC2)cc1	3	1	-8	5	-1	-2	.	-3	0
28	CCOC(=O)c1ccc(NC(=S)N(CCCN2CCN(C)CC2)Cc2cccs2)cc1	-7	4	4	0	-7	-13	-0.3	5	1
29	CCN(C(=O)COc1cccnc1[N+](=O)[O-])C1CCS(=O)(=O)C1 (centres undefined)	-4	2	-5	9[fluorescence artefact?]	-1	-14	0.5	-1	-1
30	Cc1ccc(-c2nc(CSCC(=O)N3CCOCC3)c(C)o2)cc1	8	2	-9	.	2	-5	-0.1	-1	0
31	O=C(c1ccncc1)c1ccc(Br)cc1	1	-1	-11	13[fluorescence artefact?]	9	-7	0.3	-6	0
32	Cc1cccc(C(=O)O/N=C(\c2ccccc2)c2cccnc2)c1	4	4	7	-5	-7	2	1.3	-6	1
33	O=C1c2ccccc2C(Nc2ccc3c(c2)OCO3)N1Cc1ccco1 (centres undefined)	0	29	-3	-1	22	0	-0.3	-3	6
34	Cc1ccc(O)c(C(=O)c2cnc3c(c2)c(-c2ccc(F)cc2)c(C#N)c(=O)n3C)c1	-9	0	0	-6	0	-17	-0.9	-15	-2
35	CCCn1ncc(CN2CCC(CO)(CC3CCCCO3)CC2)c1C (centres undefined)	2	-2	-11	-6	14	-9	-0.7	1	2
36	COc1cc(C(=O)Nc2ccc3c(c2)CCN3C(C)=O)cc(OC)c1OC	-5	-2	-5	-16	21	-5	-0.7	-2	0
37	CCc1nc(SCC(=O)NCCc2ccccc2)c2oc3ccccc3c2n1	-9	0	-16	5	3	-11	0.0	8	0
38	CS(=O)(=O)N(CCC#N)Cc1ccc(C=O)o1	2	-2	-12	-3	6	-13	0.3	-4	0
39	CC(C)(C)NCc1ccccc1OCc1cccs1	3	3	-35	-12[fluorescence artefact?]	1	-4	0.0	5	-1
40	O=C(Cc1cccs1)Nc1nc(-c2cccnc2)cs1	-18	-8	-12	-1	40	12	0.8	-48	3
41	CCN(C(=O)COC(=O)c1cc(-c2ccc3cc(OC)ccc3c2)nc2ccccc12)C1CCS(=O)(=O)C1 (centres undefined)	-8	12	-20	-1	5	-50	0.2	24	-45
42	c1ccc(CCn2nnnc2C(c2cccnc2)N2CCN(c3ccccc3)CC2)cc1 (centres undefined)	-9	-1	-12	-7[fluorescence artefact?]	0	-22	0.6	-3	-3
43	c1ccc(SCCOCCN2CCc3ccccc3C2)cc1	2	-3	-5	-8	5	-8	0.6	-3	-2
44	Cc1nc2ccc(F)cc2cc1C(=O)Nc1cccc(Cl)c1C	3	-1	7	-1	6	-20	0.8	-29	-3
45	Cn1cccc1C(=O)C(=O)Nc1ccc(Cl)cc1	-14	0	-62	-9	0	-16	-0.2	-4	-1
46	Cc1[nH]nc2c1C(c1ccsc1C)C(C#N)=C(N)O2 (centres undefined)	-15	0	-2	-9	3	-1	0.9	-18	0
47	O=C(O)c1ccccc1C(=O)OCCCCOC(=O)c1ccccc1C(=O)O	-9	1	-1	34	-10	1	1.9	-5	0
48	O=C(Cn1cnc2c(nnn2-c2ccccc2)c1=O)NCc1ccc(F)cc1	-7	0	-1	14	13	-8	0.4	0	1
49	COc1ccc(CN2C(=O)c3ccccc3C2C(=O)NC2CCCC2)c(OC)c1 (centres undefined)	-3	7	-21	22	1	2	0.5	11	0
50	CCc1ccc(OCc2nc(-c3ccccn3)no2)c(Br)c1	4	-2	-77	-3	1	-3	0.7	-7	-5
51	CC(=O)N(/N=C1\Sc2ccccc2C1=O)c1ccc(C)cc1C	0	7	-83	-4[fluorescence artefact?]	5	25	-0.2	-38	18
52	COC(=O)Cc1ccc(NC(=S)NCc2ccc(OC)cc2)cc1	0	1	-5	-7	3	-10	0.1	-14	0
53	Cc1ccc(/C=N/NC(=O)Cn2nc(C)c([N+](=O)[O-])c2C)o1	-11	0	-27	3	11	-8	0.4	-2	3
54	COc1cc(CN2CCCC(C(=O)c3ccccc3SC)C2)cc(OC)c1 (centres undefined)	6	-4	-9	-1	22	-10	0.5	-21	-3
55	NCCOc1ccccc1OCCN	-7	1	-12	0	-2	-8	0.8	13	-1
56	CN(C)Cc1nc2ccccc2c(=O)n1Cc1nc(-c2cc3ccccc3o2)cs1	-10	0	5	33	-3	-24	0.2	-24	-2
57	O=C(CSc1ccccn1)c1ccc(F)cc1	3	3	-20	-6[fluorescence artefact?]	4	-17	2.1	-3	6
